Source: PubChem (several laboratories)
Runt-SMMHC FRET = inhibitors of RUNX1 Runt–CBFb-SMMHC binding, primary screen, biochemical, FRET, Cerulean-Runt, Venus-CBFb-SMMHC, uHTS | inhibition, % at 20 µM | Cerulean-Runt/Venus-CBFb-SMMHC FRET ratio 530/480, 1 h | 0.74% of 220,000 active | Runt-related transcription factor 1 (Homo sapiens) + Core-binding factor subunit beta …;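 active = mean inhibition across duplicate retests at 20 µM reaching about 50%, limit read from the data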;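 also: 0% = DMSO wells and 100% = wells with excess untagged CBFb-SMMHC; inhibitors lower the FRET ratio by blocking Runt binding to CBFb-SMMHC; some results filed as inactive read as strong as hits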
Wee1 degr inh = Wee1 degradation inhibitors, primary screen, cell-based, HeLa, Wee1K328M-luciferase, luminescence; Wee1-like protein kinase (Homo sapiens), P30291; HeLa Luc-Wee1K328M stability; 100% = proteasome inhibitor MG132 effect; reporter increase, % at 5 µM; 1.2% of 220,000 active;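 active = activation above the mean of all tested compounds plus 3 SD, set per screening run, cut at about 8.8% in these data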;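 also: cells exposed to compound for 20 h before luminescence read; 0% = DMSO alone and 100% = MG132 at 30 µM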
FXIIa inh = human FXIIa protease inhibitors, primary screen, biochemical, 1536-well; AID 800, 2007; purified FXIIa, Boc-QGR-AMC fluorogenic substrate, 2 h; 0.3% of 220,000 active; inhibition, % at 5 µM; in the data active = inhibition above about 40%;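 also: 0% = enzyme with no compound and 100% = blank without enzyme; many of its hits are not listed in these tables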
Target sequence (P00748 20-372 limits assumed): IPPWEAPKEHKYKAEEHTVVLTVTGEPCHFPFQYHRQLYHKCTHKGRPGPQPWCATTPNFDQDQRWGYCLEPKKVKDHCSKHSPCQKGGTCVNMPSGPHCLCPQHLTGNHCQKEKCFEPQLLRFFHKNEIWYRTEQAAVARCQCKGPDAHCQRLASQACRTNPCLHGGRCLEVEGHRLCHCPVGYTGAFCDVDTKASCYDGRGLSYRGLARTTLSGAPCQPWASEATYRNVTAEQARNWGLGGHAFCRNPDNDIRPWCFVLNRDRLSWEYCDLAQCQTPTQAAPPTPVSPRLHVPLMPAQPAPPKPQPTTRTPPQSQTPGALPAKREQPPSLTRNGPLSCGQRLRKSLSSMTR
Target sequence (P00748 373-615 limits assumed): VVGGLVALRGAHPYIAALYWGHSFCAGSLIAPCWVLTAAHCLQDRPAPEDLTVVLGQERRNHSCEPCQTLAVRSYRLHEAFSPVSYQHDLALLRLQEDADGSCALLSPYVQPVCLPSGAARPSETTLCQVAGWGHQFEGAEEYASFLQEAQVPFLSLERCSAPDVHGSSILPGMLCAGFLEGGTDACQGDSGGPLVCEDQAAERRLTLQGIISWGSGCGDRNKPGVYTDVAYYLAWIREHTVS
14-3-3 Bad inh = inhibitors of 14-3-3 zeta/Bad binding, primary screen, biochemical, TR-FRET, bovine 14-3-3 zeta | 14-3-3 protein zeta/delta (Bos taurus), P63103 | TR-FRET 14-3-3zeta/Dy647-pBad peptide displacement, 1 h | inhibition, % at 21.7 µM | 0.71% of 220,000 active;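 active = inhibition above about 70%, limit read from the data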;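 also: 0% = full 14-3-3 plus peptide FRET controls and 100% = background without 14-3-3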
Target sequence (P63103 whole entry, looked up): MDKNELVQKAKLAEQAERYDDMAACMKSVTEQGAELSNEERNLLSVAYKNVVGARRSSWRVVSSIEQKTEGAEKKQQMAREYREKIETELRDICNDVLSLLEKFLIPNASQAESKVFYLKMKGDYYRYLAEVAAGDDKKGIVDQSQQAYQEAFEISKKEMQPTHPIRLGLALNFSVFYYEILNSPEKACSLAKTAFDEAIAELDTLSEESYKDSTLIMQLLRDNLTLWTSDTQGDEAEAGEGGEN
KLK5 inh = human KLK5 protease inhibitors, primary screen, biochemical, 1536-well; AID 873, 2007; 0.59% of 210,000 active; inhibition, % at 5 µM; recombinant hK5, fluorogenic AMC substrate cleavage;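 active = inhibition of 40% or more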;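 also: 0% = enzyme controls without compound and 100% = no-enzyme blanks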
Target sequence (Q9Y337 67-293 limits assumed): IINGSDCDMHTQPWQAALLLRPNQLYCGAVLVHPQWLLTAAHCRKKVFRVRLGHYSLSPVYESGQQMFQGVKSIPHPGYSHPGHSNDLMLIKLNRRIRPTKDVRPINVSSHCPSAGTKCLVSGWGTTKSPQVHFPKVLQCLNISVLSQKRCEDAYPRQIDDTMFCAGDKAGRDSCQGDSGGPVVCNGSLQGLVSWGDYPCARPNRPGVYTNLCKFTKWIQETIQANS
FXIa inh 1536 = human FXIa protease inhibitors, primary screen, biochemical, 1536-well | Coagulation factor XI (Homo sapiens), P03951 | purified FXIa, Boc-Glu-Ala-Arg-AMC fluorogenic substrate | inhibition, % at 5 µM | 0.14% of 220,000 active | AID 798, 2007;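 active = inhibition of at least 40%; inactive = inhibition below 40%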;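 also: fluorescence of freed AMC excited at 355 nm; 0% = enzyme without compound and 100% = no enzyme blank; many of its hits are not listed in these tables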
Runt-CBFb FRET = inhibitors of RUNX1 Runt–CBFb binding, primary screen, biochemical, FRET, Cerulean-Runt, Venus-CBFb, uHTS. Cerulean-Runt/Venus-CBFb FRET ratio 530/480, 1 h. inhibition, % at 20 µM. AID 1496, 2009. 0.46% of 220,000 active;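 active = inhibition over about 50% at 20 µM in the single-dose screen, limit read from the data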;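 also: 0% = DMSO wells and 100% = excess unlabeled CBFb competitor control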
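Assay system: Cerulean-Runt domain / Medium: Tris 50 mM pH 7.5, KCl, K2SO4, 0.01% BSA / Timing: protein complex preformed 1 h, compound exposure 1 h, room temperature, dark / Measured by: FRET, excitation 422 nm, emission at 530 and 480 nm / Evaluation: loss of energy transfer signal / Control set: 5 µM unlabeled CBFb as full-inhibition high control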
Hck Nef HTS = inhibitors of Nef-activated human Hck kinase, primary screen, biochemical, Z-Lyte FRET, 384-well, Hck-YEEI | 0.68% of 220,000 active | inhibition, % at 20 µM | AID 463187, 2010 | Recombinant Hck-YEEI plus Nef, Z-Lyte FRET kinase assay | Tyrosine-protein kinase HCK (Homo sapiens), P08631;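 active = Hck-Nef kinase inhibition above about 50%, limit read from the data; inactive = inhibition below that limit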;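 also: 0% = DMSO with Hck plus Nef and 100% = Hck alone without Nef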
thrombin 1536 = human alpha-thrombin inhibitors, primary screen, counter-screen for coagulation protease inhibitor project, biochemical, 1536-well, fluorogenic AMC substrate. Prothrombin (Homo sapiens), P00734. Boc-VPR-AMC fluorogenic substrate cleavage. 0.26% of 220,000 active. AID 1046, 2008. inhibition, % at 5 µM;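 active = inhibition at or above 40%; inactive = inhibition below 40%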;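 also: 0% = enzyme with no compound and 100% = wells without enzyme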
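Test system: human alpha-thrombin; medium: pH 7.5 Tris-saline with Tween 20; times: reaction at room temperature; signal: AMC fluorescence at 355 nm excitation and 460 nm emission; also added: Boc-VPR-AMC substrate, 15 µM final; dosing: one concentration per compound, 5 µM, with 0.2% DMSO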
* marks the source's active call; other numbers are inactive results; x = not tested or not shown; [ ] = another dose, or the depositor's remark.

SMILES	Runt-SMMHC FRET	Wee1 degr inh	FXIIa inh	14-3-3 Bad inh	KLK5 inh	FXIa inh 1536	Runt-CBFb FRET	Hck Nef HTS	thrombin 1536
CC1(C)CC(=O)C(N=Nc2cc(Cl)c(Cl)c(Cl)c2)=C(O)C1	-0.6	-3.2	16.8	-11.1	-8.3	0.7	0.7	10.8	6.2
CC1(c2ccccc2)CC(C)(C)N(C(=O)CSc2nnc(N)s2)c2ccccc21 (stereo not drawn)	2.4	0.6	-1.2	-1.7	-3.5	-0.3	-0.8	1.7	-6.8
O=C(O)C=C1C2CC3CC(C2)CC1C3	0.9	-1.1	12.6	2.2	-1.1	-3.2	-2.0	-3.8	-0.6
CS(=O)(=O)N(Cc1ccco1)CC(O)Cn1cc(C=O)c2ccccc21 (stereo not drawn)	-2.5	3.0	10.6	8.1	-8.2	0.9	2.8	-17.2	0.1
COc1ccc(N=C(C)C2=C(O)CSC2=O)cc1	0.4	-0.9	4.8	-6.4	-11.9	0.3	14.6	-1.3	0.7
O=C(O)COc1ccc(/C=N/NC(=O)COc2nsnc2N2CCOCC2)cc1	-7.6	-0.9	-0.1	-16.6	-3.6	-5.0	-1.0	19.0	-14.4
Cn1nc(Oc2nc(N3CCOCC3)nc(N3CCOCC3)n2)ccc1=O	1.3	-0.5	30.8	2.8	-13.5	22.8	2.2	-2.0	3.5
CCOc1nc(NC(=O)NS(=O)(=O)Oc2cccc(Cl)c2)nc(-c2ccccc2)n1	-5.7	2.5	8.2	26.3	-10.2	5.4	-1.3	3.3	-7.1
Cc1csc(SCC(=O)Nc2ccc3c(c2)OCCO3)n1	4.1	1.1	15.9	7.2	11.5	33.2	0.8	-11.7	30.6
CC(=O)N1CCN(CCN=CC2=C(O)CC(c3cccs3)CC2=O)CC1 (stereo not drawn)	-1.9	0.8	10.8	7.6	1.2	2.2	-1.6	0.0	-5.2
Clc1ccc(CSc2nnc3c(n2)[nH]c2ccccc23)cc1	-2.7	4.2	8.7	-2.3	2.5	1.5	-1.3	19.5	-0.7
CCCC(c1c(C)n(C)n(-c2ccccc2)c1=O)c1c(C)n(C)n(-c2ccccc2)c1=O	1.6	-1.2	14.9	-5.7	-6.1	-1.2	1.2	0.2	-3.4
CC(C)CC1C(C#N)=C(N)Oc2n[nH]c(-c3cccs3)c21 (stereo not drawn)	-0.5	7.8	15.4	5.2	2.2	5.5	-5.2	1.3	0.1
COc1cc(NC(=S)Nc2ncccc2C)cc(OC)c1OC	-2.0	5.9	-3.3	-3.3	-18.8	-6.0	12.7	-0.8	1.0
CCOC(=O)COc1nc(-c2ccco2)cc(-c2ccco2)c1C#N	3.7	-1.6	-4.6	-5.6	-2.0	-2.2	6.0	20.4	-3.2
Cc1c(C(=O)/C=C/N(C)C)nnn1-c1ccc(Cl)c(Cl)c1	1.4	2.5	5.9	-5.1	3.0	14.5	2.0	11.1	3.4
CNCCOCC(O)CSc1ccccc1 (stereo not drawn)	0.6	1.1	11.4	7.2[fluorescence artefact?]	-6.5	0.3	-0.8	-0.3	4.0
CCSCCOC(=O)C1=C(C)NC(=O)NC1c1cc(OC)ccc1OC (stereo not drawn)	4.1	1.4	1.2	-8.0	4.8	-6.2	0.2	-1.9	-2.2
Cc1onc(-c2ccccc2Cl)c1C(=O)OCC(=O)c1ccc2c(c1)OCCO2	-6.0	1.3	3.6	0.5	14.0	0.5	-2.3	0.9	6.4
CCOc1cc(N2CCOCC2)c(OCC)cc1NC(=O)CSc1nccc(C)n1	4.5	6.0	7.0	-22.3	0.8	-1.2	-0.5	20.2	-0.5

Sorted by SMILES length (smallest number first): part of the list above
SMILES	Runt-SMMHC FRET	Wee1 degr inh	FXIIa inh	14-3-3 Bad inh	KLK5 inh	FXIa inh 1536	Runt-CBFb FRET	Hck Nef HTS	thrombin 1536
CCSCCOC(=O)C1=C(C)NC(=O)NC1c1cc(OC)ccc1OC (stereo not drawn)	4.1	1.4	1.2	-8.0	4.8	-6.2	0.2	-1.9	-2.2
CCOc1cc(N2CCOCC2)c(OCC)cc1NC(=O)CSc1nccc(C)n1	4.5	6.0	7.0	-22.3	0.8	-1.2	-0.5	20.2	-0.5
O=C(O)COc1ccc(/C=N/NC(=O)COc2nsnc2N2CCOCC2)cc1	-7.6	-0.9	-0.1	-16.6	-3.6	-5.0	-1.0	19.0	-14.4
Cc1onc(-c2ccccc2Cl)c1C(=O)OCC(=O)c1ccc2c(c1)OCCO2	-6.0	1.3	3.6	0.5	14.0	0.5	-2.3	0.9	6.4
CCOc1nc(NC(=O)NS(=O)(=O)Oc2cccc(Cl)c2)nc(-c2ccccc2)n1	-5.7	2.5	8.2	26.3	-10.2	5.4	-1.3	3.3	-7.1

Continuation.
SMILES	Runt-SMMHC FRET	Wee1 degr inh	FXIIa inh	14-3-3 Bad inh	KLK5 inh	FXIa inh 1536	Runt-CBFb FRET	Hck Nef HTS	thrombin 1536
COc1ccc2c(CC(=O)OCC(=O)c3ccccc3OC)coc2c1	-2.0	4.2	11.8	5.0	4.3	-15.1	2.1	-1.7	0.1
CCOCCCNC(=O)C1CCCCN1S(=O)(=O)c1ccc(F)cc1 (stereo not drawn)	0.1	2.9	9.2	2.9	-0.1	-0.1	-1.9	2.4	3.7
O=C(/C=C/c1c(F)cccc1Cl)Nc1nn[nH]n1	-1.4	-3.8	1.9	-7.6	-7.4	-7.8	0.3	20.2	-10.4
O=S(=O)(CCSc1ccccn1)c1nc2ccccc2s1	3.2	-0.7	15.4	-3.4	-4.5	4.8	39.5	-7.5	2.1
O=c1cc(N2CCC(Cc3ccccc3)CC2)[nH]c(=O)n1C1CCCCC1	1.1	1.2	-9.9	4.2	-1.0	-7.9	-5.3	-0.5	-2.5
Cc1cccc(NC(=O)CSc2nc3c(c(=O)[nH]2)CCC3)c1C	-0.1	-2.8	11.1	3.0	19.4	6.5	2.4	1.2	0.0
O=[N+]([O-])c1ccc(CSc2nnc(-c3cnccn3)o2)cc1	1.8	-1.1	2.0	-2.2	13.4	-3.8	0.8	3.7	-2.0
O=C(Nc1cccc(F)c1)c1ccc(Cn2cc([N+](=O)[O-])cn2)o1	-2.5	-0.6	17.2	3.7	26.2	-1.2	1.4	15.3	24.8
Cc1ccc(NC(=S)N/N=C/c2cccn2Cc2ccccc2F)cc1	1.9	19.2*	13.6	-7.2	-6.0	1.5	1.9	-1.7	-0.9
O=C(Nc1cc(SCC(O)CO)cc([N+](=O)[O-])c1)c1ccc(-n2cnnn2)cc1 (stereo not drawn)	2.7	6.2	9.9	17.6	-8.2	-0.5	1.8	24.9	1.6
Cc1cc(C)n(-c2ccc(F)cc2CN2CCN(C3CCCC3)C(CCO)C2)n1 (stereo not drawn)	3.4	3.7	3.5	-6.1	-1.7	2.9	0.1	12.5	-3.8
O=C1[C@H]2[C@H](ON3CCCC[C@H]23)C(=O)N1c1cccc(C(F)(F)F)c1	1.5	0.9	15.2	-2.2	3.9	4.3	-0.5	20.7	2.1
O=C(c1cccs1)N1CCCC1	-0.9	-2.1	12.3	4.9	-3.4	5.2	-0.3	-4.4	1.0
CC(C)(C)C(=O)Nc1c(Br)c(C2CC2)nn1-c1ccccc1	2.4	0.6	6.9	-1.8	5.4	4.5	1.6	20.6	1.7
CN(c1ccccc1C(=O)O)S(C)(=O)=O	-4.1	2.6	7.6	-2.2	-8.7	-1.0	-0.5	1.7	1.0
O=C(Nc1ccc(CN2CCOCC2)cc1)c1ccc(-c2cccc(Cl)c2)o1	9.2	2.8	9.7	31.8	-2.0	1.0	3.4	0.8	-6.5
CCCCCC(=O)NCC(C)NC(=O)CCCCC (stereo not drawn)	-4.2	-0.6	10.2	7.3	5.4	0.1	-2.5	-3.3	-0.4
COc1ccc(-c2nc3ccccc3o2)cc1NC(=O)CSc1ccc(Cl)cc1	-4.6	-1.5	12.3	5.7	-6.3	6.5	-1.1	3.0	-7.8
CC1C/C=C/C=C/C=C/C=C/C(O[C@@H]2O[C@H](C)[C@@H](O)[C@H](N)[C@@H]2O)CC2OC(O)(CC(O)CC3OC3/C=C/C(=O)O1)CC(O)C2C(=O)O (stereo partly drawn)	6.8	-2.0	6.4	-6.4	-18.4	-0.3	0.2	0.7	0.1
COc1ccc(CC(=O)NCc2n[nH]c(=S)n2-c2cccc(Cl)c2)cc1	5.1	1.4	9.6	-20.5	3.5	1.0	7.0	23.5	0.9
COc1ccc(-c2ccc(SCC(=O)Nc3nnc(C)s3)nn2)cc1	-4.2	5.7	7.6	-3.3	-2.6	16.8	-52.5	15.2	-23.8
Cc1cc(C(C)(C)C)ccc1OCCN1CCCC1	-3.3	-2.0	10.9	25.5	-11.1	2.6	1.4	-1.7	-4.9
Cc1ccccc1Oc1nc2ccccc2n2cnnc12	3.4	-1.3	3.8	-3.9	-3.7	0.5	0.4	23.4	-10.5
CCn1c2ccccc2c2cc(NS(=O)(=O)c3ccc(C)cc3)ccc21	-0.7	0.1	10.2	0.8[fluorescence artefact?]	3.8	10.2	1.4	1.1	4.1
Cc1ccc2nc3c(cc2c1)c(NC(=O)C1CCCO1)nn3CC(C)C (stereo not drawn)	58.7*	0.0	-3.5	-0.2	-47.1	-8.1	41.1	15.6	-7.2
CCSc1nc2c(cnn2-c2ccccc2)c(=O)n1N	0.7	-0.5	6.7	3.5	3.1	-2.1	-0.1	58.9*	-1.9
COc1ccc(Cn2nnnc2C(c2cc3ccc(OC)cc3[nH]c2=O)N2CCC(C)CC2)cc1 (stereo not drawn)	29.2	-3.1	-7.7	17.8[fluorescence artefact?]	-16.6	2.6	38.3	2.4	-4.6
Cc1c(NC(=O)CSc2nnc(COc3ccccc3)n2-c2ccccc2)c(=O)n(-c2ccccc2)n1C	0.4	-0.9	8.7	13.1[fluorescence artefact?]	-4.4	-0.9	x	1.5	-4.4
COc1cc(OC)c(C2=NOC(C(=O)Nc3c(C)n(C)n(-c4ccccc4)c3=O)C2)cc1Cl (stereo not drawn)	2.4	-3.7	10.4	-1.8	2.4	2.1	-0.5	-6.8	4.5
COc1cc(NC(=O)C2CCCCC2)c(OC)cc1NC(=O)CN1CCCCC1	0.3	0.7	15.2	-7.7	-4.8	2.3	-0.9	-1.4	-0.8
Cc1nc2c3ccccc3nc(SCC(=O)N3CC(C)CC(C)C3)n2n1 (stereo not drawn)	0.0	0.4	17.1	7.8	-6.7	7.6	3.6	1.1	1.1
Cc1ccc(C(=O)COC(=O)CCC(=O)Nc2cc(Cl)ccc2Cl)cc1[N+](=O)[O-]	0.4	2.2	13.2	-8.7	-10.0	1.1	-1.1	0.8	1.4
